# GPR7 antagonist = GPR7 receptor antagonists, primary screen, cell-based, fluorescence, single concentration | Neuropeptides B/W receptor type 1 (Homo sapiens), P48145 | GPR7-expressing cells, fluorescence antagonist assay | inhibition, % at 4.4 µM | hit rate 1.1% among 290,000 | AID 1861, 2009; in the data active = inhibition above about 16%, passing the limit was not always enough;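 also: cells stimulated with the agonist NPW; 0% = agonist with vehicle and 100% = vehicle without agonist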
# Target sequence (P48145 whole entry, looked up): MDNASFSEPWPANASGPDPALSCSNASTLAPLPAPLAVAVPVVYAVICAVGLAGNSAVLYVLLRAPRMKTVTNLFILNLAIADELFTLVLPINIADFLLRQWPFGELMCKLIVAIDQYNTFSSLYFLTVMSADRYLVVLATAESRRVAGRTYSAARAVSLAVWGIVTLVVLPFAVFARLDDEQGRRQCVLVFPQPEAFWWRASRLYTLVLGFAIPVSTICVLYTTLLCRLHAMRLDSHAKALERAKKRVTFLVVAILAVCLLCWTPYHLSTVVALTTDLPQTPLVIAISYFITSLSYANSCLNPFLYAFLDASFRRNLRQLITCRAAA
# V1aR counter = agonists of human V1a receptor, primary screen, counter-screen for OXTR agonist project, fluorescence, CHO-V1R cells; Vasopressin V1a receptor (Homo sapiens), P37288; Fluo-8 calcium fluorescence, agonist mode; 0% DMSO, 100% 3 nM vasopressin; activation, % at 3 µM; hit rate 0.25% among 320,000; AID 2797, 2010;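 active = activation above the mean activation of all tested compounds plus 3 SD, per screening run, cut at about 20% in these data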;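 also: signal is peak over basal fluorescence ratio across a 100 second FLIPR read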
# Target sequence (P37288 whole entry, looked up): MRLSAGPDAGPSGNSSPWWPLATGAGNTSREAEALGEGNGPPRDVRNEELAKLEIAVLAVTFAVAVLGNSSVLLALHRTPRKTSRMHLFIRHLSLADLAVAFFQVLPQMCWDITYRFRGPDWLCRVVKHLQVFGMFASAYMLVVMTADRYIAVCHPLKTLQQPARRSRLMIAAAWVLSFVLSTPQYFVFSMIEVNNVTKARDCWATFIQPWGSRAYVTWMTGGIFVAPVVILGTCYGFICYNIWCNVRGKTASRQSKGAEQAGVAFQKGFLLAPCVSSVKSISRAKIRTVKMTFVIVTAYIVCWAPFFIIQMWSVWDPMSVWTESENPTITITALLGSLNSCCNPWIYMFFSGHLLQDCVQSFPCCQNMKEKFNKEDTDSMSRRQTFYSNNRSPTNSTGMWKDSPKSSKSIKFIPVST
# IMP-1 inh = IMP-1 metallo-beta-lactamase inhibitors, primary screen, biochemical, epi-absorbance readout, Pseudomonas aeruginosa enzyme. metallo-beta-lactamase IMP-1 (Pseudomonas aeruginosa). purified IMP-1, nitrocefin hydrolysis, epi-absorbance fluorescence. inhibition, % at 5.6 µM. hit rate 0.45% among 290,000;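 active = inhibition above the mean plus 3 SD of all compounds in the same screening run, cut at about 4.5% in these data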;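 also: 0% = IMP-1 with DMSO and 100% = DMSO wells lacking enzyme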
#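 System: Purified IMP-1 | Read-out basis: Percent enzyme inhibition | Controls: IMP-1 with DMSO as 0%, enzyme-free DMSO as 100% | Replicates: One well per compound | Doses: 5.6 µM nominal single concentration | Detection: Epi-absorbance fluorescence, 480 nm excitation, 530 nm emission | Incubation: 25 °C, 15 min preincubation, 25 min reaction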
# OXTR agonist = human OXTR agonists, primary screen, fluorescence, CHO-OTR cells, Fluo-8 calcium. Oxytocin receptor (Homo sapiens), P30559. Fluo-8 calcium fluorescence; normalized: DMSO 0%, oxytocin 100%. activation, % at 3 µM. hit rate 0.32% among 320,000. AID 2435, 2010;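 active = activation above the mean of all tested compounds plus 3 SD, cutoff set per screening run, cut at about 20% in these data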;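 also: peak over basal fluorescence ratio from a 100 s FLIPR kinetic read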
# VIM-2 inhibitor = VIM-2 metallo-beta-lactamase inhibitors, primary screen, biochemical, epi-absorbance readout, Pseudomonas aeruginosa enzyme; purified VIM-2, nitrocefin hydrolysis, epi-absorbance fluorescence; inhibition, % at 5.6 µM; hit rate 0.89% among 290,000; AID 1527, 2009;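 active = inhibition above the mean of all tested compounds plus 3 SD, cutoff set per screening run, cut at about 7.5% in these data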;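 also: red hydrolysis product quenches plate fluorescence so inhibitors raise well fluorescence; 0% = enzyme with DMSO and 100% = DMSO without enzyme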
# HCV NS3 hel inh = inhibitors of HCV NS3 helicase, primary screen, biochemical, Cy5 molecular beacon fluorescence. Hepatitis C virus NS3 helicase. hit rate 0.56% among 290,000. inhibition, % at 10.9 µM. NS3 helicase DNA unwinding. AID 1800, 2009;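 active = inhibition above the mean of all tested compounds plus 3 SD, set per campaign, cut at about 35% in these data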;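 also: 0% = DMSO wells and 100% = thioflavine S control wells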
#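 Measured by: Cy5 fluorescence, 0 and 60 min reads / Assay system: NS3 helicase fragment of HCV / Control set: low DMSO, high thioflavine S at 110 µM / Times: 1 h reaction at 25 °C, ATP-initiated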
# PHOSPHO1 inh = PubChem AID 1565 | Phosphoethanolamine/phosphocholine phosphatase (Homo sapiens), Q8TCT1 | recombinant PHOSPHO1, absorbance phosphatase assay | inhibition, % at 13.3 µM | hit rate 1.1% among 290,000; in the data active = inhibition above about 60%
# Target sequence (Q8TCT1 whole entry, looked up): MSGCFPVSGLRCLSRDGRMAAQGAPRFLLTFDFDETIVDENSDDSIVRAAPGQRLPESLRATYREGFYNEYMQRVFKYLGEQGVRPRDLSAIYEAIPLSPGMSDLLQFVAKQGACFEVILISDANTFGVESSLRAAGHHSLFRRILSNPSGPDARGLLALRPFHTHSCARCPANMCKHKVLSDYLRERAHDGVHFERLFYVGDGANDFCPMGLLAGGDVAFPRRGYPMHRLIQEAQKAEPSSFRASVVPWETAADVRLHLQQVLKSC
# FID counter = compounds displacing fluorescent DNA intercalator, primary screen, artefact control for HCV NS3 helicase inhibitor project, biochemical, FID fluorescence; inhibition, % at 7.9 µM; hit rate 0.17% among 290,000; AID 1845, 2009; DNA fluorescent intercalator displacement; in the data active = inhibition above about 37%;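 also: 0% = vehicle and 100% = reference compound; higher means more ethidium bromide displaced from hairpin DNA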
# GalR3 antag = GalR3 antagonists in HEK293 cells, primary screen, cell-based, fluorescence readout. Galanin receptor type 3 (Homo sapiens), O60755. HEK293 GalR3-CNG cAMP membrane potential fluorescence; galR3 body fused to GalR1 C-terminus. inhibition, % at 3 µM. hit rate 0.44% among 360,000. AID 651719, 2012;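 active = inhibition above the screen-wide average plus 3 SD, cut at about 13% in these data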;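 also: forskolin and galanin both at EC90 stimulate the cells; cAMP rise reported by CNG channel membrane potential dye signal; 0% = forskolin plus galanin with DMSO and 100% = forskolin alone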
# * hit, by the source's call; nt = no result given.
SMILES,GPR7 antagonist,V1aR counter,IMP-1 inh,OXTR agonist,VIM-2 inhibitor,HCV NS3 hel inh,PHOSPHO1 inh,FID counter,GalR3 antag
CCOC(=O)C(=CNc1ccc(Cl)cn1)C(=O)OCC,-12.7,-1.1,-0.9,-2.1,1.6,1.2,15.7,-9.4,-3.4
O=C(O)CSc1nnc(-c2cc3ccccc3o2)n1-c1ccccc1,-16.5,0.7,-2.7,0.4,-0.1,12.1,24.2,-41.0,-0.3
Cc1ccc(NC(=O)CCNC(=O)c2ccco2)cc1Cl,8.8,3.1,-2.4,1.7,-2.7,5.4,37.0,-7.0,-9.0
COc1cccc(CNCCc2c[nH]c3ccccc23)c1OCc1ccccc1,56.1*,15.3,1.0,29.4*,2.0,-65.9,8.4,51.8*,-5.0
Cc1ccc2c(c1)C(O)(CC(=O)c1cccc(-n3cccc3)c1)C(=O)N2 (stereo unspecified),0.6,3.8,-2.5,4.6,-0.4,-5.2,-12.4,-16.0,0.7
Cc1cc(=O)[nH]c(SCC(N)=O)c1C#N,-11.3,-0.1,-2.0,0.7,-1.9,8.6,-7.4,5.3,0.9
CC(=O)N1c2ccccc2N(Cc2ccc(C)cc2C)C(=O)C1(C)C,nt,-1.3,nt,-1.4,nt,nt,-5.3,nt,-4.9
O=C(c1ccccc1)N1CCN(c2ncnc3c(-c4ccccc4)nsc23)CC1,-7.9,1.4,-0.7,-0.7,1.5,4.7,36.6,-3.5,-6.6
Cc1sc(NC(=O)Cn2nc(C(F)(F)F)cc2C)c(C(=O)OC(C)C)c1C,-9.1,-0.9,-2.6,-0.6,-2.4,0.4,37.3,0.2,4.5
COc1ccc(C2N=C(c3ccccc3)NC(c3ccccc3)=N2)cc1,3.2,0.1,0.0,1.9,1.5,-3.3,1.1,8.8,2.4
CC1(C)NC(=O)N(CCOCCSc2ccccc2)C1=O,-5.3,-0.2,-3.5,-0.1,-1.9,6.8,-20.1,-4.2,-7.4
Cn1cc(CCNCc2cn[nH]c2-c2ccc(-c3ccccc3)cc2)cn1,-2.4,-1.1,-2.8,1.9,0.4,-23.5,36.4,-6.7,-3.0
N#CCC(=O)Nc1ccc(C(=O)OCc2ccccc2Oc2ccccc2)cc1,-5.2,0.1,-4.6,1.0,-0.9,-26.5,26.1,-1.2,5.9
COc1ccc(CCNC(=O)CS(=O)Cc2nc(-c3cccs3)oc2C)cc1OC (stereo unspecified),-9.3,-1.6,-3.4,-1.7,-1.2,4.6,1.6,-25.3,0.1
CCOC(=O)Nc1ccc2c(c1)N(C(=O)CN(CC)CC)c1ccccc1C=C2,16.2,0.1,-1.6,1.5,-2.0,-5.0,1.8,9.9,-8.0
CCOc1ccc(-n2c(SCC)nc3c(c2=O)SCC3)cc1,-10.1,0.0,-2.1,0.9,-1.7,2.8,12.2,-7.7,-2.7
CCOCCCNC(=S)N(CCN(C)C)Cc1cc2cc3c(cc2[nH]c1=O)OCCO3,-1.2,0.4,-3.7,0.7,-1.7,-16.6,-7.8,12.2,-10.2
CN(C(=O)Cc1c[nH]c2ccccc12)C(C(=O)Nc1ccc2c(c1)OCO2)c1ccccc1 (stereo unspecified),-10.2,5.1,-1.9,7.3,0.1,-5.4,-2.2,-22.2,-1.8
COc1ccc(Cc2nnc(NC(=O)c3ccccc3[N+](=O)[O-])s2)cc1,-11.2,1.1,-3.0,0.7,-0.9,-3.6,42.8,-3.9,-5.5
COc1cc(-c2nnc(CSc3nnc(N)s3)o2)cc(OC)c1OC,8.9,-0.2,-0.5,-0.6,1.4,-5.6,0.1,-9.1,-0.4
CCOC(=O)CSCc1csc(CC(=O)Nc2ccccc2C)n1,3.2,1.4,-0.5,-1.0,-1.0,3.9,30.1,-15.6,-2.3
Cc1noc(C)c1C(=O)N1CCOCC1,-2.4,0.2,0.1,1.9,-2.5,1.4,6.3,0.2,0.7
COC(=O)c1ccccc1NC(=O)CN(C)S(=O)(=O)c1cc(C)ccc1OC,-3.6,-1.1,-4.1,-1.0,-0.5,6.5,7.0,-14.7,3.2
CCOC(=O)c1cc(-c2ccccc2)sc1NC(=O)COC(=O)c1cccc(S(N)(=O)=O)c1,1.8,0.9,0.9,0.5,1.5,1.3,48.4,4.6,-1.1

# Retrieved one by one from the entries so far, three records:
SMILES,GPR7 antagonist,V1aR counter,IMP-1 inh,OXTR agonist,VIM-2 inhibitor,HCV NS3 hel inh,PHOSPHO1 inh,FID counter,GalR3 antag
N#CCC(=O)Nc1ccc(C(=O)OCc2ccccc2Oc2ccccc2)cc1,-5.2,0.1,-4.6,1.0,-0.9,-26.5,26.1,-1.2,5.9
COc1ccc(CCNC(=O)CS(=O)Cc2nc(-c3cccs3)oc2C)cc1OC (stereo unspecified),-9.3,-1.6,-3.4,-1.7,-1.2,4.6,1.6,-25.3,0.1
CCOCCCNC(=S)N(CCN(C)C)Cc1cc2cc3c(cc2[nH]c1=O)OCCO3,-1.2,0.4,-3.7,0.7,-1.7,-16.6,-7.8,12.2,-10.2

# More records.
SMILES,GPR7 antagonist,V1aR counter,IMP-1 inh,OXTR agonist,VIM-2 inhibitor,HCV NS3 hel inh,PHOSPHO1 inh,FID counter,GalR3 antag
Cc1noc(C)c1COC(=O)c1ccc(S(=O)(=O)NCc2ccco2)cc1,-1.0,3.0,-0.6,3.0,-2.5,4.2,2.9,-13.7,-1.1
Cc1cc(C)nc(Nc2ccccc2Cl)n1,-9.0,0.1,0.6,-1.8,-0.7,0.3,-2.0,-1.5,-3.5
O=C(NCc1cccc(C(F)(F)F)c1)c1cccc(S(=O)(=O)N2CCN(Cc3ccccc3)CC2)c1,-9.2,5.0,-1.0,0.3,-2.4,-23.7,19.8,-15.9,-2.2
COc1ccc(O)c(CN2CCC(n3nccc3NC(=O)CCOc3ccccc3)CC2)c1,-18.8,0.3,0.2,0.4,-1.7,-12.2,52.6,7.0,0.2
COCC(COS(N)(=O)=O)Cc1ccccc1 (stereo unspecified),-3.1,0.8,-1.0,0.8,-2.6,-6.7,-1.7,-9.3,nt
CCCCn1c(SCC(=O)N(CC)C2CCS(=O)(=O)C2)nnc1C(CC)N(C)C (stereo unspecified),9.1,-0.7,-3.1,-0.9,-2.6,2.5,10.9,5.0,-4.8
CCc1nc(NCCN)c(C#N)c2c1CSC(C)(C)C2,1.4,9.1,-0.2,4.0,-3.7,-4.4,15.0,5.4,-2.0
CCc1nc(SCC(=O)Nc2cc(OC)ccc2OC)c2c(C)c(C)sc2n1,-27.8,-0.6,-2.2,-0.4,-2.4,-5.1,32.5,-31.1,-8.5
Cc1ccc(Nc2nc3ccccc3[nH]2)nc1,-3.4,-0.9,-5.6,-2.0,-4.8,2.3,-2.3,-2.3,-4.5
COc1ccc(N2CCN(c3ncnc4scc(-c5ccccc5)c34)CC2)cc1,-2.2,-1.5,-1.9,-1.8,-2.6,-16.8,14.5,-29.5,0.6
CCOc1ccc(C(=O)NCCC2=CCCCC2)cc1OCC,-0.6,-0.5,-2.2,-0.6,-2.9,-0.8,20.0,-28.1,-6.2
Cc1c(N(C)C(=O)C2CCCN2S(=O)(=O)c2ccccc2)c(=O)n(-c2ccccc2)n1C (stereo unspecified),-11.0,0.3,2.2,-0.5,-1.6,-2.2,-27.1,-9.1,-1.6
Cc1ccc2cccc(OCC(=O)N3CCc4ccccc43)c2n1,-4.7,1.6,-3.5,-0.8,-2.5,-6.7,-7.7,-12.2,-1.3
CC(NC1CCCC1)C(=O)Nc1ccccc1-c1ccccc1 (stereo unspecified),11.9,-0.4,-4.2,-2.1,-2.3,-2.5,48.5,4.5,-5.3
CCOc1ccc(N(C(=O)CNC(=O)c2ccco2)C(C(=O)NC2CCCC2)c2ccco2)cc1 (stereo unspecified),1.1,-0.5,-1.5,-0.8,0.1,3.6,23.9,-38.0,-5.0
O=C(CCn1nc(-c2ccccc2)c2ccccc2c1=O)Nc1cccnc1,-1.3,-0.7,1.2,-1.9,-0.5,-7.3,-0.8,-19.4,-3.2
Cc1ccccc1NC(=O)Cc1nc(COC(=O)CCOc2ccccc2)cs1,-6.1,0.6,-3.1,-0.5,-2.7,-8.3,nt,-23.4,-3.7
CCCOc1ccc(NC(=O)c2cc3cc(C)ccc3[nH]2)cc1,-4.5,1.1,-1.4,0.5,1.7,-2.3,19.1,-1.5,-1.0
CC(C)(Cc1ccccc1)NC(=O)C(=O)c1cn(CC(=O)N2CCOCC2)c2ccccc12,-4.7,0.6,0.1,0.2,-0.5,-19.6,27.4,-25.4,-3.0
COc1cc(C=O)ccc1OCC(=O)N1CCOCC1,6.5,0.4,-4.0,0.2,-0.1,-5.3,-3.7,-6.9,0.6
COc1ccc(-c2[nH]ncc2/C=N\NS(=O)(=O)c2ccc(Cl)cc2)cc1,-14.4,1.5,-2.8,1.2,-2.3,-2.8,11.7,-1.4,nt
COC(=O)c1cccc(NC(=O)c2cc3ccccc3o2)c1,2.3,-0.7,-1.5,-2.3,-1.5,-8.6,nt,-16.5,0.3
Cc1c(N(C)C(=O)c2ccccc2F)c(=O)n(-c2ccccc2)n1C,1.5,-0.1,-4.9,0.7,-1.6,2.2,-16.0,-1.2,-1.2
O=C(CCCOc1ccccc1)Nc1nncs1,19.2,0.1,1.1,-0.7,2.0,0.3,-5.3,-3.4,-0.6
CN(C)S(=O)(=O)N1CCC(CO)(Cc2cccc(C(F)(F)F)c2)CC1,1.6,4.3,-4.2,4.6,-3.3,7.0,42.9,-21.7,-10.9
CS(=O)(=O)N(CC(=O)Nc1ccccc1C(=O)NCc1ccccc1)c1ccc2c(c1)OCCO2,0.9,1.6,-2.4,0.0,-4.0,-5.9,7.8,-26.8,-5.9
CCN(CC)CCCNC(=O)Cn1nc(-c2ccccc2)ccc1=O,1.0,0.7,-0.5,0.9,-0.3,-5.4,-12.1,3.6,-6.5
O/N=C/c1cn(-c2ccc(Cl)cc2)nn1,-3.3,-0.9,-1.0,-1.5,1.4,-1.0,30.3,-2.7,-1.0
COc1ccc2nc(SCC(=O)/C(C#N)=C(\C)N)[nH]c2c1,8.5,-0.2,1.3,0.6,-4.0,-0.8,25.3,1.4,-2.7
NC(=O)c1nsc(C(=O)N(CC(=O)NCc2ccccc2)c2ccc(F)cc2)c1N,0.2,2.4,-2.8,3.1,-2.0,3.9,35.9,-34.7,-10.5
O=C(Nc1ccc(Cl)cc1)c1ccc(Br)cc1F,-8.6,-1.1,-3.7,5.1,-2.1,9.8,34.2,2.7,-6.9
COc1ccc2oc(=O)c(C(=O)NCc3ccccn3)cc2c1,-0.8,0.4,-0.3,-0.6,-2.3,0.8,2.9,-10.1,1.3
